Screens from PubChem BioAssay.
Tn7 DDE FP: inhibitors of Tn7 peptide binding to human fibrin DD(E). FP displacement of FITC-Tn7 peptide from fibrin DD(E); 0% = median of compound wells per plate. inhibition, % at 8.3 µM. 370,000 compounds, 0.13% hits. AID 720508;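 active means inhibition above the mean of compounds falling within the control limits plus 3 SD of them, cut at about 14% in these data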;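 further: 0% = plate median of compound wells and 100% = 10 µM Aha-Tn7 peptide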
Target sequence (P02675 whole entry, looked up): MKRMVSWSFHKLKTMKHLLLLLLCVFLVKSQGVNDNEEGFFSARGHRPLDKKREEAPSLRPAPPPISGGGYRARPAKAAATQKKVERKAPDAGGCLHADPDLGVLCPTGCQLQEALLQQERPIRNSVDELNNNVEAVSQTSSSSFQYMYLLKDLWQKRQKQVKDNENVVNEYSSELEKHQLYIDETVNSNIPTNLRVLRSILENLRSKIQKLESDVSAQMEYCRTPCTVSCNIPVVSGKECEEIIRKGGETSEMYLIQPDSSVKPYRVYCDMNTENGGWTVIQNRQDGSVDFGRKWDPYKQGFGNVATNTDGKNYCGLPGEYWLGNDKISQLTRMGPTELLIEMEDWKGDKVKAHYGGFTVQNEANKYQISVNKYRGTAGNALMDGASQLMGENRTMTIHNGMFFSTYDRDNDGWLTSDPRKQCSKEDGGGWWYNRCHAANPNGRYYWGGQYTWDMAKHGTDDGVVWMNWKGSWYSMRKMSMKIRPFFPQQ
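Also added: labelled Tn7 tracer, 0.1 µM; Assay system: human fibrin DD(E) protein; Amount: 2 µM fibrin DD(E); Schedule: 10 min compound pre-incubation, 3 h probe incubation at room temperature; Repeats: one replicate per compound; Read-out basis: percent inhibition; Measured by: fluorescence polarization of the labelled Tn7 tracer.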
ARFGAP1 inh: inhibits rat ARF GTPase activating protein 1; inhibition, % at 16.5 µM; Arfgap1-stimulated ARF1 GTP hydrolysis, GDP FP detection; Q62848; 360,000 compounds, 0.26% hits;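 active means inhibition above a per-plate limit, mean inhibition of low control wells plus 3 SD, cut at about 25% in these data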;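 further: 0% = DMSO wells with enzyme and 100% = wells lacking Arfgap1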
Target sequence (Q62848 1-136 limits assumed): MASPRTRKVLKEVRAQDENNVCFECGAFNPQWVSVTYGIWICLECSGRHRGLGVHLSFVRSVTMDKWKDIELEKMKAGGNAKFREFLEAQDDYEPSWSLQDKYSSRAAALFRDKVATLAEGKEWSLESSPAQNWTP
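System: truncated rat Arfgap1 GAP domain / Benchmarks: high control wells lacking Arfgap1, low control full reaction with DMSO / Times: compound-enzyme preincubation 20 min, reaction 120 min, detection 60 min, 25 °C / Repeats: one replicate per compound / Also added: human ARF1(Δ1-17)-GTP substrate / Measured by: Tracer-displacement fluorescence polarization with EDTA stop, 620/688 nm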
ASAP1 GAP inh: ASAP1 ArfGAP inhibition; inhibition, % at 16.5 µM; 360,000 compounds, 0.19% hits; ASAP1-stimulated ARF1 GTP hydrolysis, GDP FP detection; AID 624377; Q9ULH1; in the data active means inhibition above about 25%;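 further: 0% = vehicle with enzyme and substrate and 100% = no enzyme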
PLCb3 inh: blocks human PLC-beta3 enzyme activity | Q01970 | Purified PLC-beta3, fluorogenic substrate, fluorescence | inhibition, % at 12.2 µM | 370,000 compounds, 0.18% hits | AID 720704; in the data active means inhibition above about 11%;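 further: 0% = median of compound wells on plate and 100% = full blocker control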
PLC-gamma1 inh: blocks human PLC-gamma1 enzyme activity | P19174 | purified PLC-gamma1, fluorogenic substrate, fluorescence | 370,000 compounds, 0.84% hits | inhibition, % at 12.2 µM; in the data active means inhibition above about 9.5%
UHRF1 binding: blocks human UHRF1 binding to methylated DNA | Q96T88 | UHRF1 binding to methylated oligo, TR-FRET | inhibition, % at 4.4 µM | 370,000 compounds, 0.75% hits | AID 687016; in the data active means inhibition above about 21%;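 further: UHRF1 SRA domain binding a hemimethylated CpG hairpin DNA probe; 0% = median of test compound wells and 100% = reference inhibitor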
KLK7 zymogen act: activators of human kallikrein-7 zymogen. P49862. activation, % at 7 µM. purified proKLK7, EDANS-DABCYL substrate fluorescence; 100% is mature enzyme control, 0% vehicle. 370,000 compounds, 0.9% hits;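 active means activation above the mean of all tested compounds plus 3 SD, computed per campaign excluding outliers beyond control limits, cut at about 13% in these data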
MBD2 DNA inh: inhibitors of human MBD2 binding to methylated oligonucleotide; TR-FRET; inhibition, % at 4.4 µM; 370,000 compounds, 0.31% hits; in the data active means inhibition above about 13%
Target sequence (Q9UBB5 whole entry, looked up): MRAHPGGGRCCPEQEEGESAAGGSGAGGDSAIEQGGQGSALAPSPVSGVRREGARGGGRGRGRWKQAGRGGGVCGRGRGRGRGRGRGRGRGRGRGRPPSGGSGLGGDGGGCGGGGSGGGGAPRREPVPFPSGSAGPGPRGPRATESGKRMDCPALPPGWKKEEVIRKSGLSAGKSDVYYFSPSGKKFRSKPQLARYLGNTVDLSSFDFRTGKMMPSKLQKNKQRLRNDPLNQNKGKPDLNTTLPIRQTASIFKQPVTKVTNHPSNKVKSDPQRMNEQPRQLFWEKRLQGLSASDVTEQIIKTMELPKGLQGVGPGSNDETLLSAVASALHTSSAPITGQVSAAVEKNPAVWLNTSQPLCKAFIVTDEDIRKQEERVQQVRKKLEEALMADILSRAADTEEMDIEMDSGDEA
ADAM17 inh: inhibits human ADAM17 | recombinant ADAM17, EDANS/DABCYL FRET peptide cleavage | inhibition, % at 6.95 µM | 370,000 compounds, 0.83% hits | P78536;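 active means inhibition above the mean of compounds lying between control limits plus 3 SD, set per campaign, cut at about 8.5% in these data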;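 further: 0% = DMSO-only wells as the low control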
Tn6 DDE FP: DD(E)-Tn6 binding inhibition, primary FP screen | Fibrin DD(E) TRITC-Tn6 fluorescence polarization displacement | AID 720509 | inhibition, % at 8.3 µM | 370,000 compounds, 0.21% hits;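 active means inhibition above a per-campaign cutoff: mean of compounds within control limits plus 3 SD, cut at about 15% in these data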;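 further: 0% = median of all compound wells on the plate and 100% = blocking peptide control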
Starred values were filed as active, the others as inactive; x = not tested or not shown.

Tn7 DDE FP	ARFGAP1 inh	ASAP1 GAP inh	PLCb3 inh	PLC-gamma1 inh	UHRF1 binding	KLK7 zymogen act	MBD2 DNA inh	ADAM17 inh	Tn6 DDE FP	Molecule
3	-4	7	-1	-1	-3	0.1	-2	-1	7	CCn1cc(-c2ccccc2)c(C(=O)O)c1-c1ccc(OC)cc1
1	-6	-6	-4	-3	-3	-0.4	-5	-3	-2	COc1ccc(CC(=O)N2CC(C)CC(C)C2)cc1 (stereo unspecified)
-3	9	1	-265	-209	-1	12	1	-111	-8	CN(C)/C=N/c1nc2nccc(-c3ccc(F)cc3)n2n1
1	-7	-1	4	6	-14	-0.1	-5	5	1	CCOC(=O)c1sc(NC(C)=O)nc1-c1ccccc1
-1	2	12	0	5	-4	-0.1	3	2	2	COc1ccc(-n2c(-c3ccc(F)cc3)cnc2SCC(=O)NCc2ccco2)cc1
4	11	-2	-1	5	1	0.1	-4	1	-7	CCN(CC)CCCNC(=S)N1CCN(c2nc(-c3ccc(F)cc3)cs2)CC1
5	2	-2	-4	-1	-1	0.0	0	-1	8	CCS(=O)(=O)c1ccc2c(c1)N(S(=O)(=O)c1cccs1)CC(C(=O)O)O2 (stereo unspecified)
0	4	2	-1	-1	-5	-0.4	2	-1	-2	CN1CCN(Cc2cc(=O)oc3ccc(Cl)cc23)CC1
-1	13	-4	0	5	-1	-0.4	1	2	1	COC(=O)c1sccc1NC(=O)c1ccoc1C
3	-6	-12	-6	1	15	-0.6	8	-1	-2	CSc1nc(-c2ccco2)nn1C(=O)c1ccccc1Cl
0	9	-12	3	7	1	0.0	-5	11*	0	COc1ccc(C2C3C(=O)N(Cc4ccccc4)C(=O)C3ON2c2ccccc2)c(OC)c1OC (stereo unspecified)
9	3	1	-7	-3	4	-0.9	6	-1	8	O=C(Nc1ccccc1O)C(c1ccccc1)c1ccccc1
3	9	14	-6	-1	4	-0.1	9	-5	-2	CCSc1nc2c(c(=O)[nH]c(=O)n2C)n1CC(O)COc1ccccc1 (stereo unspecified)
-2	14	3	-1	0	-1	0.1	2	0	-4	NC(=O)C1CC(=O)N(c2ccc(OCc3c(F)cccc3Cl)cc2)C1 (stereo unspecified)
-12	-3	-15	-1	-4	-1	0.2	-6	3	-11	O=[N+]([O-])c1ccc(C=NNc2ccc(S(=O)(=O)O)cc2)cc1
3	-9	5	-1	-1	1	-0.5	-1	3	-5	NC(=O)CSc1nc(C2CC2)nc2sc3c(c12)CCCC3
2	x	x	-1	-1	-3	0.2	0	-4	4	CCOC(=O)[C@@]12CCCC3=C1N(CCC3)C(=O)[C@H]2CC(=O)NCCCN1CCCC1=O
1	-5	15	0	-1	2	-0.1	2	-4	-7	COc1ccc(CN2CCN(C(=O)c3ccco3)CC2)cc1
-3	-3	9	-3	1	2	-0.6	3	-3	7	O=C(CC1Oc2ccccc2NC1=O)NC1CC1 (stereo unspecified)
5	-12	2	6	-2	-1	0.1	-2	-1	10	CC(=O)c1ccc(OCc2nnn(CC(=O)O)c2-c2ccccc2)cc1
-2	-5	-3	1	-2	-1	0.5	-5	1	-3	Cc1csc(NC(=O)CSc2ccc3nnc(-c4ccncc4)n3n2)n1
6	-9	-9	-8	1	2	-0.1	4	-4	2	CCn1c(=O)c2sccc2n(CC(=O)NC2CCCCC2)c1=O
0	10	9	0	1	1	0.2	-3	-3	-15	CC(C)C(=O)NC(=S)NCC(=O)c1ccccc1
-6	9	6	-4	2	1	-0.5	-2	2	5	O=C(C1CC(=O)N(c2ccc(Cl)cc2)C1)N1CCCCCC1 (stereo unspecified)
4	1	-6	3	3	-1	0.0	-3	0	4	Cc1ccc(S(=O)(=O)N(C)C[C@H]2OCc3cn(nn3)CCCC(=O)N([C@@H](C)CO)C[C@@H]2C)cc1

Tn7 DDE FP	ARFGAP1 inh	ASAP1 GAP inh	PLCb3 inh	PLC-gamma1 inh	UHRF1 binding	KLK7 zymogen act	MBD2 DNA inh	ADAM17 inh	Tn6 DDE FP	Molecule
-7	x	x	2	1	-2	0.3	4	1	0	COCc1cn(-c2ccc3c(c2)[C@@]2(CC(=O)N(C)C2c2ccccc2)C(=O)N3CC(C)C)nn1 (stereo partly specified)
0	10	6	-1	1	-2	0.0	1	0	-2	COc1ccc2c(CCNC(=O)c3ccc([N+](=O)[O-])cc3)c[nH]c2c1
6	-3	-16	-8	-2	0	-0.1	1	-7	5	Cc1ccc(-c2nc(-c3ccc(Cl)cc3)sc2CC(=O)O)c(C)c1
-2	2	2	-8	1	1	-3.5	-1	-6	1	CCOc1cc(/C=N/NC(=O)CCn2nc(C)cc2C)ccc1O
-1	-5	-1	-7	-1	-1	0.1	-2	-1	2	Cc1csc(=O)n1CCC(=O)OCC(=O)NNC(=O)c1ccccc1
0	3	-1	0	-1	0	0.1	-4	-3	6	O=C(Nc1ccccc1)OC(CN1CCCCC1)C(F)(F)F (stereo unspecified)
4	3	10	5	1	3	0.2	7	-7	-14	Cc1cc(NC(=O)Cn2c(C)nc3ccccc3c2=O)ccc1Br
1	1	0	-4	-5	5	-0.7	7	-6	-9	CC(C)(C)CN1CCNC(=O)C1CC(=O)NCc1cccc(-n2cccn2)c1 (stereo unspecified)
-2	-17	2	4	3	0	-0.2	-5	1	6	CCNC(=O)C1(C)CCN(C(=O)c2ccc(F)c(Cl)c2)C1 (stereo unspecified)
2	-2	-1	-169	-133	-3	-6.6	5	-16	0	Cc1nn2c(NCCCn3ccnc3)cc(C(C)C)nc2c1-c1ccccc1
4	13	-8	-2	2	1	0.2	-1	1	-2	Cc1cc(OCCN2CCC(Cc3ccccc3)CC2)ccc1[N+](=O)[O-]
3	-4	3	-8	-2	-4	-0.9	-7	-4	-2	CC(=O)Nc1ccc2c(c1)nc(CCNC(=O)c1ccco1)n2C
5	-4	0	-3	2	-2	0.2	2	-4	5	CC(CCc1ccccc1)NC(=O)COC(=O)c1ccc(S(C)(=O)=O)c([N+](=O)[O-])c1 (stereo unspecified)
-6	2	6	3	-2	-1	0.1	-4	0	4	Nc1ncnc(Nc2ccc(S(N)(=O)=O)cc2)n1
-10	12	-9	-15	-6	-3	0.7	-3	-13	-7	COc1ccccc1/C=C/C(=O)NCCc1ccccn1
-6	7	-19	5	2	0	0.5	-3	-1	5	CCS(=O)(=O)N1CCN(C(=O)CCC2CCCC2)CC1
4	-7	0	-8	2	1	-0.3	6	-1	3	CC(C(=O)Nc1ccc([N+](=O)[O-])cc1Cl)N1CCN(S(=O)(=O)c2cccs2)CC1 (stereo unspecified)
-8	3	4	-5	5	2	-0.6	-3	1	-4	Nc1c(C(=O)Nc2cccc(F)c2)nnn1-c1ccc2c(c1)OCCO2
4	-9	-8	-13	-2	0	0.4	-7	1	3	CN(C)/C=C/C(=O)c1cnc(-c2ccccn2)s1
-1	3	-3	1	2	10	0.1	-1	-4	1	CCOc1ccc(CCN2C(=O)C(=O)N([C@@H](Cc3ccccc3)CN3CCC[C@@H]3CN3C(=O)C(=O)NC[C@@H]3Cc3ccc(O)cc3)C[C@@H]2Cc2ccccc2)cc1
3	0	-9	-8	0	2	0.0	4	-5	3	CCn1c(SCC(=O)Nc2nnc(C)s2)nnc1C(C)NC(=O)c1ccccc1F (stereo unspecified)
-2	-8	8	-60	-54	-2	0.0	1	-70	-3	COCCC(=O)N1CCCC(C(=O)c2ccc3c4c(cccc24)CC3)C1 (stereo unspecified)
4	6	-8	-2	3	21*	0.0	0	1	-5	COC(=O)c1ccc2nc(C3CCCCC3)c(CC(C)(C)C)n2c1
-1	-3	-1	-1	0	3	0.1	5	-2	2	Cc1ccc(NC(=O)C2(C)Cc3ccccc3C(=O)O2)cc1 (stereo unspecified)
2	7	-1	3	0	-3	0.3	-8	-3	6	NC(N)=N/N=C/c1ccccc1

Tn7 DDE FP	ARFGAP1 inh	ASAP1 GAP inh	PLCb3 inh	PLC-gamma1 inh	UHRF1 binding	KLK7 zymogen act	MBD2 DNA inh	ADAM17 inh	Tn6 DDE FP	Molecule
2	1	-7	-5	3	1	0.0	-2	-1	2	COc1cc(C(=O)Nc2cccc(-n3cnnn3)c2)cc(OC)c1OC
-5	11	0	-223	-188	-1	-6.4	-3	-34	-5	Cc1cc(Nc2ccccc2)nc2cc(O)ccc12
-3	-1	5	-8	-2	-2	0.2	0	-3	-11	CCCCC(CC)C(=O)Nc1cc(=O)[nH]c2nc3ccccc3n12 (stereo unspecified)
-4	4	16	3	5	0	-0.3	3	0	2	CN(C)S(=O)(=O)c1ccc(C(=O)Nc2ccccc2[N+](=O)[O-])cc1
-3	0	12	0	1	1	-0.5	-5	-1	1	CCN(/C=N/S(=O)(=O)c1ccc(Cl)cc1)CC
-3	-6	-6	1	-1	4	0.4	0	-3	-11	COc1ccccc1-c1cc(N)n[nH]1
0	x	x	-272	-261	-1	-7.9	-3	-57	-11	COc1ccc(C(=O)N(C)[C@H]2C[C@H]3c4[nH]c5cccc(-c6ccccc6)c5c4CCN3C[C@H]2[C@H](C)O)cc1
0	3	-16	0	3	2	0.9	-3	-2	-2	Cc1nnc(SCC(=O)n2c3c(c4ccccc42)CCCC3)s1
-2	3	5	1	4	-2	0.1	3	0	-3	COc1ccc(N(C)S(=O)(=O)c2c(C)[nH]c(=O)[nH]c2=O)cc1
1	9	6	-19	-8	3	0.1	-2	-5	1	CNc1oc(-c2cccs2)nc1S(=O)(=O)c1ccccc1
-2	12	1	1	6	6	0.8	-2	0	-5	O=C(Nc1ccc(C(=O)O)cc1)/C(=C/c1ccc([N+](=O)[O-])cc1)NC(=O)c1ccccc1

7 structures already listed, sorted by number of heavy atoms, high to low.
Tn7 DDE FP	ARFGAP1 inh	ASAP1 GAP inh	PLCb3 inh	PLC-gamma1 inh	UHRF1 binding	KLK7 zymogen act	MBD2 DNA inh	ADAM17 inh	Tn6 DDE FP	Molecule
-2	12	1	1	6	6	0.8	-2	0	-5	O=C(Nc1ccc(C(=O)O)cc1)/C(=C/c1ccc([N+](=O)[O-])cc1)NC(=O)c1ccccc1
2	1	-7	-5	3	1	0.0	-2	-1	2	COc1cc(C(=O)Nc2cccc(-n3cnnn3)c2)cc(OC)c1OC
-3	-1	5	-8	-2	-2	0.2	0	-3	-11	CCCCC(CC)C(=O)Nc1cc(=O)[nH]c2nc3ccccc3n12 (stereo unspecified)
-2	3	5	1	4	-2	0.1	3	0	-3	COc1ccc(N(C)S(=O)(=O)c2c(C)[nH]c(=O)[nH]c2=O)cc1
1	9	6	-19	-8	3	0.1	-2	-5	1	CNc1oc(-c2cccs2)nc1S(=O)(=O)c1ccccc1
-3	0	12	0	1	1	-0.5	-5	-1	1	CCN(/C=N/S(=O)(=O)c1ccc(Cl)cc1)CC
-3	-6	-6	1	-1	4	0.4	0	-3	-11	COc1ccccc1-c1cc(N)n[nH]1

The order is random. About 4.1% of those tested had a hit in this group.
